# Screens as filed in PubChem BioAssay.
# NPR1 activator: GC-A stimulated cGMP production enhancers – HEK293 GC-A cells, cGMP TR-FRET, EC30 ANP, primary screen; activation, % at 10 µM; 0% at EC30 ANP, 100% saturating ANP; 370,000 tested, 0.14% active; Atrial natriuretic peptide receptor 1 (Homo sapiens), P16066; AID 1671463, 2021; in the data active means activation above about 40%
# ssDAF12 agonist: S. stercoralis DAF-12 nuclear receptor activators, primary screen, cell-based, luminescence, HEK293, GRIP1 co-expression, lit1-tk-luc. HEK293 ssDAF-12/GRIP1 lit1-tk-luc reporter; % of 3 µM dafachronic acid response. activation, % at 6.8 µM. 370,000 tested, 1% active;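 active means activation above the mean over all tested compounds plus 3 SD, cut at about 0.9% in these data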;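 further: 0% = DMSO-only wells and 100% = 3 µM delta7-dafachronic acid wells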
# SMARCA2 activ: SMARCA2 (BRM) function activators, primary screen, cell-based, luminescence, high throughput; MG213 cells, MMTV-luciferase reporter, dexamethasone, overnight; activation, % at 9.1 µM; 370,000 tested, 1% active; in the data active means activation above about 7.8%;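 further: 0% = vehicle wells and 100% = reference activator wells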
# hcDAF-12 act: H. contortus DAF-12 nuclear receptor activators, primary screen, cell-based, luminescence, HEK293, lit1-tk-luc reporter | AID 652067, 2013 | activation, % at 6.8 µM | 370,000 tested, 1.4% active | HEK293 hcDAF-12 lit1-tk-luc reporter; 0% DMSO, 100% Δ7-dafachronic acid;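 active means activation above the mean of all tested compounds plus 3 SD, cut at about 5.5% in these data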;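 further: 100% = response to 3 µM Δ7-dafachronic acid high control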
# GAA850 FXN act: FXN promoter activators, primary screen, cell-based, luciferase luminescence, HEK293 lucGAA850; HEK293 lucGAA850 FXN promoter luciferase reporter, 24 h; percent of 10 µM SAHA response; activation, % at 6 µM; 360,000 tested, 0.56% active; AID 540364, 2011;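 active means activation above the average of all compounds screened plus 3 SD, cutoff fixed separately per campaign, cut at about 7.5% in these data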;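 further: 0% = DMSO wells and 100% = 10 µM SAHA wells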
# KLK7 zymogen act: proKLK7 zymogen activators, primary screen, biochemical, fluorescence intensity; activation, % at 7 µM; purified proKLK7, EDANS-DABCYL substrate fluorescence; 100% is mature enzyme control, 0% vehicle; 370,000 tested, 0.9% active; Kallikrein-7 (Homo sapiens), P49862;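 active means activation above the mean of all tested compounds plus 3 SD, computed per campaign excluding outliers beyond control limits, cut at about 13% in these data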
# Target sequence (P49862 whole entry, looked up): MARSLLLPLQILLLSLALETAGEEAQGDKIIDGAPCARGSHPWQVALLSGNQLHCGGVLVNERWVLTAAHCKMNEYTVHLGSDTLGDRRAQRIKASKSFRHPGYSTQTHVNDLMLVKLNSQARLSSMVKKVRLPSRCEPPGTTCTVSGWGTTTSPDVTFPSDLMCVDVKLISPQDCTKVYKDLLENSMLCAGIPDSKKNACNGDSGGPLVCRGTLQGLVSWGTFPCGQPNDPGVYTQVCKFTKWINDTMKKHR
# hgDAF12 agonist: H. glycines DAF-12 receptor agonists, primary screen, cell-based, luminescence, HEK293, GAL4 fusion, UAS-luciferase | Nuclear hormone receptor DAF-12 (Heterodera glycines), GAL4 fusion | HEK293 GAL4-hgDAF12 UAS-luciferase reporter, agonist luminescence; normalized to butyrate control | activation, % at 6.8 µM | 370,000 tested, 1.8% active;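 active means activation above a cutoff set at the mean of all screened compounds plus 3 SD, cut at about 10% in these data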;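 further: 0% = DMSO wells and 100% = sodium butyrate wells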
# DAX1 inh-1: DAX1 (NR0B1) inhibitors, primary screen, cell-based, HEK293, Gal4-DAX1, luciferase luminescence. AID 504766, 2011. 340,000 tested, 0.99% active. inhibition, % at 6.75 µM. Nuclear receptor subfamily 0 group B member 1 (Homo sapiens), P51843. HEK293 Gal4-DAX1 luciferase reporter;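 active means inhibition above the mean over all tested compounds plus 3 SD, cut at about 4.2% in these data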;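 further: 0% = DAX1-transfected cells with DMSO and 100% = empty-vector control cells with DMSO; inhibition shows as a rise in luminescence from relieved DAX1 repression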
# Target sequence (P51843 207-470 limits assumed): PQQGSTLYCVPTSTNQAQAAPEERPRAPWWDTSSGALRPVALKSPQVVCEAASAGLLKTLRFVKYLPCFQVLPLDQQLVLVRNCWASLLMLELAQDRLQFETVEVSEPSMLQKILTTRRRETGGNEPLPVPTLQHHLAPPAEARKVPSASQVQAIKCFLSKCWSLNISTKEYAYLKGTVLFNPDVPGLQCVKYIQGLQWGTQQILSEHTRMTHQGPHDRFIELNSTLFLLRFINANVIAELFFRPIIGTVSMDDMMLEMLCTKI
# GC-B act: human GC-B receptor activators, primary screen, HEK293 GC-B cells, cGMP TR-FRET, EC30 CNP | Atrial natriuretic peptide receptor 2 (Homo sapiens), P20594 | 0% at EC30 CNP, 100% saturating CNP | activation, % at 10 µM | 370,000 tested, 0.11% active;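 active means activation at 10 µM reaching about 35% in either raw or pattern-adjusted values, limit read from the data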
# HGIII-sPLA2 inh: human group III sPLA2 inhibitors, primary screen, biochemical, QFRET, BODIPY PC-A2 liposome substrate; Group 3 secretory phospholipase A2 (Homo sapiens), Q9NZ20; QFRET BODIPY PC-A2 liposome hydrolysis, fluorescence; inhibition, % at 12.2 µM; 370,000 tested, 0.56% active;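 active means inhibition above mean plus 3 SD of compounds lying within the high and low control bounds, cut at about 19% in these data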;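 further: 0% = median of test compound wells and 100% = no enzyme DMSO wells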
# Target sequence (Q9NZ20 whole entry, looked up): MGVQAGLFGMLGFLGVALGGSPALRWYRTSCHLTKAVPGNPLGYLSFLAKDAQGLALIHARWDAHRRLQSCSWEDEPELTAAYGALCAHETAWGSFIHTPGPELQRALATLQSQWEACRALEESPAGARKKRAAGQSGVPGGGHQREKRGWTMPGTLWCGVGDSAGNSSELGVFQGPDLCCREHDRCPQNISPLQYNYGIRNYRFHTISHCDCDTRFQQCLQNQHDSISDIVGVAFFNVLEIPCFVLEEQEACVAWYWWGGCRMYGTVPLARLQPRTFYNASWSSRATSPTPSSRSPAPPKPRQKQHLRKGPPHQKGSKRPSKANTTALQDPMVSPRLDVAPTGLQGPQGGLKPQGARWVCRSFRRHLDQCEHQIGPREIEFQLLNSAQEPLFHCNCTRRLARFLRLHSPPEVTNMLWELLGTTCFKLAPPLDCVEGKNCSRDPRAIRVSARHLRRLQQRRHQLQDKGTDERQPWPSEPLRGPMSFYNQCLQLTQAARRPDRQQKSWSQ
# DAX1 inh-2: DAX1 (NR0B1) inhibitors on StAR promoter, primary screen, cell-based, luminescence, SF-1 (NR5A1), full-length DAX-1; HEK293T StAR-luciferase reporter, SF-1/DAX-1 repression relief; inhibition, % at 6.8 µM; 370,000 tested, 1.1% active; AID 652010, 2013;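 active means inhibition above the mean over all tested compounds plus 3 SD, cut at about 3.6% in these data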;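 further: 0% = DAX-1 cells with DMSO and 100% = cells lacking DAX-1 with DMSO; higher inhibition means more luminescence from relief of DAX-1 repression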
# The depositor's hits bear a star; / = no result given.
mol	NPR1 activator	ssDAF12 agonist	SMARCA2 activ	hcDAF-12 act	GAA850 FXN act	KLK7 zymogen act	hgDAF12 agonist	DAX1 inh-1	GC-B act	HGIII-sPLA2 inh	DAX1 inh-2
CCOc1ccc(NC(=O)c2ccc(NC(=S)NC3CC3)cc2)cc1	0	-1.1	-3	-1.2	-2.5	-0.6	3.1	0.4	-1	7	0.1
O=C(/C(=N\O)n1cncn1)c1ccc(Br)cc1Br	-1	-0.3	-3	0.2	-2.2	-0.3	0.4	2.3	5	-7	-0.4
NC(=O)COC(=O)CCCc1nc2ccccc2s1	5	-0.9	-4	-0.9	0.5	-0.5	-0.3	0.4	-1	4	-0.3
CC(C)(C)c1ccc(C(=O)NCc2nnc(SCC(=O)NC3CCCC3)o2)cc1	-1	-1.2	3	-1.3	-1.3	0.3	-0.4	-0.6	0	-1	-0.3
COc1ccccc1CNC(=O)CN(C)S(=O)(=O)c1ccc(F)cc1	5	-0.4	-2	-1.0	-0.3	-0.4	-1.4	1.1	1	6	-0.2
CCOc1ccc(N/C(C)=C/C(=O)c2ccc3c(c2)OCCO3)cc1	3	-0.5	-4	-0.8	2.3	0.1	1.9	-1.2	1	-7	0.0
COc1ccc(/C=C(\NC(=O)c2ccccc2)C(=O)OC[C@@H]2CCC[N+]3(C)CCCCC23)cc1OC (stereo not given in full)	5	-1.4	3	2.0	0.4	0.1	-0.3	-0.4	0	7	-0.2
O=C(c1cnn(C(=O)COc2ccccc2F)c1)c1cc(F)ccc1O	-1	-0.9	-1	0.7	2.3	0.9	3.2	-0.3	4	-14	1.3
O=C(Cc1ccccc1F)Nc1cc(S(=O)(=O)N2CCOCC2)ccc1N1CCOCC1	1	-1.1	5	-0.1	1.2	-0.1	-0.7	0.8	-4	-3	0.2
Cc1csc(Nc2nc(N)c(C(=O)Nc3cc(Cl)ccc3F)o2)n1	-6	-1.2	2	-1.6	2.9	0.1	1.4	-1.1	-25	-2	-0.7
CC(C)(C)OC(=O)NCc1ccc(CNC(=O)c2[nH]cnc2C(=O)NCC(=O)OCc2ccccc2)cc1	-2	-1.6	0	0.4	-2.9	-0.1	0.4	-0.1	3	-22	-0.4
CCC(=O)Nc1nnc(SCC(=O)Nc2cccc(Cl)c2)s1	-2	-1.1	-3	-1.5	-0.1	-0.5	-2.5	-0.8	3	6	-1.2
CC(C)(C)c1ccc(-n2ncc3c2CCCC3NC(=O)C2(C(N)=O)CC2)cc1 (stereo not given)	-1	-2.0	-5	-5.8	-2.1	-0.2	-7.6	-1.6	-2	-1	-1.3
CCN(CC)CCN(Cc1cc2cc(C)c(C)cc2[nH]c1=O)C(=S)NCc1ccco1	-5	-0.8	-1	-0.5	-0.2	0.2	2.5	0.0	1	2	-0.7
Cc1ccc(OCCC(=O)Nc2cc(S(=O)(=O)N3CCOCC3)ccc2N2CCCC2)cc1	1	-1.3	-3	-0.5	0.6	0.5	-1.1	-0.2	5	-5	-1.4
CC(=O)CC[C@H]1CC[C@]2(CCCN(C(=O)c3ccno3)C2)O1	1	-0.9	1	-2.2	/	0.3	-0.6	/	1	1	-1.1
COc1ccc(CCNC(=O)CCCN2C(=O)c3ccccc3C2=O)cc1	-4	-1.1	-3	-1.1	1.5	-0.6	0.1	/	0	6	0.0
O=C(NCCN1CCN(c2ccccc2)CC1)c1cccc(Cl)c1	0	-1.0	1	-1.1	-0.8	-0.4	2.2	0.4	-1	-3	-0.6
COc1cc(C(=O)NC2CCN(CC(=O)NC3CCCCC3)CC2)cc(OC)c1OC	0	-1.1	-1	-1.1	1.5	0.3	-0.3	0.5	1	8	0.1
CCc1nc2ccc(C(=O)Nc3ccc(C(N)=O)cc3)cn2c1N(CCC(C)C)CCN(C)C	-4	-1.2	-3	-0.5	-2.9	-0.8	-1.5	/	-3	-5	2.6
COc1ccc(C(=O)CSc2nc(C)cc(C)n2)cc1C	0	-1.7	-4	-0.3	1.5	0.0	2.1	-0.4	-1	-27	0.2
CC(=O)Nc1ccc(C2=NN(CC#N)C(=O)SC2)cc1	0	-0.2	-1	-0.9	-0.2	-0.5	0.1	-1.2	6	-4	-0.6
CCCCCN(C(=O)CCC(=O)OCC(=O)N(CC#N)c1ccccc1)c1c(N)n(CCCC)c(=O)[nH]c1=O	3	-1.0	-3	0.3	-0.7	0.2	0.2	-0.1	1	2	-0.3
O=C1CCN(Cc2ccccc2)N1	1	-0.5	-4	-1.9	-0.3	-0.1	-2.0	2.5	6	8	0.9
CCc1ccc(C2CC(=O)NC(SCC(=O)OC(C)C)=C2C#N)cc1 (stereo not given)	0	-0.9	-2	0.2	1.4	0.6	2.4	2.6	2	-12	-0.8

# Other compounds follow:
mol	NPR1 activator	ssDAF12 agonist	SMARCA2 activ	hcDAF-12 act	GAA850 FXN act	KLK7 zymogen act	hgDAF12 agonist	DAX1 inh-1	GC-B act	HGIII-sPLA2 inh	DAX1 inh-2
CN(C(=O)CNC(=O)c1ccc(Br)o1)C1CCCCC1	2	-0.4	1	0.2	2.9	-0.4	2.1	1.1	1	3	1.9
COc1ccc(NC(=O)C2CCN(S(=O)(=O)c3c(C)noc3C)CC2)cc1Cl	-2	-0.7	1	-3.1	-2.1	-1.2	-1.9	-0.7	-2	15	-0.2
COc1ccc(NC(=O)c2ccncc2)cc1S(=O)(=O)N1CCCCC1	1	-1.1	-1	0.6	-0.8	0.2	-1.6	-0.7	3	3	0.7
CCOC(=O)c1nnsc1-c1ccc(-c2snnc2C(=O)OCC)cc1	1	-1.2	-3	0.8	-0.1	0.1	0.6	4.0	1	4	-0.1
Cc1cccc(C)c1OCC(=O)Nc1cccc(S(=O)(=O)N2CCCC2)c1	3	-1.2	-3	-2.6	-1.5	-0.1	-7.0	-1.8	4	-9	-3.6
O=C1NC(Cc2ccccc2)c2nc3ccc(Cl)cc3c(=O)n2-c2ccccc21 (stereo not given)	-5	-0.8	2	0.0	/	0.1	0.9	/	0	-5	-0.1
C[C@@H]1CN(c2ccc(N3CCN(C(=O)OC(C)(C)C)C[C@H]3C)cc2C#N)C[C@H](C)O1	-3	-2.0	-4	0.9	/	0.2	-2.6	/	4	19	-2.0
Cc1ccc(C)n1CCN1CCN(C(=O)c2ccco2)CC1	0	-1.4	-2	1.0	1.9	-0.4	1.6	1.7	2	-5	0.2
CC(=O)Nc1ccc(N2C(=O)CC(Sc3nccc(C)n3)C2=O)cc1 (stereo not given)	3	-0.7	-2	0.3	1.3	0.4	-2.2	-0.3	5	13	0.6
CCCc1nn2c(=O)cc(CSCC(=O)Nc3ccc(F)cc3)nc2s1	1	-1.3	-3	1.4	-1.8	-0.3	2.5	0.8	-2	4	-0.3
CCOC(=O)c1nnn(CC(=O)Nc2ccccc2OC)c1C(=O)OCC	-4	0.3	-1	-0.2	-0.8	-0.9	2.3	0.9	-5	4	-0.2
O=S(=O)(c1cccc(-c2nnc3n2CCCCC3)c1)N1CCCC1	-3	-1.4	-2	-0.7	0.1	-0.1	0.1	0.5	1	2	0.4
O=C(C[n+]1cccc(O)c1)NCc1ccc(Cl)cc1	1	-0.3	-2	-0.4	2.5	-0.4	-0.4	-0.3	2	0	-0.7
CCOC(=O)N1CCN(C(=O)c2cc(C)no2)CC1	8	-0.6	-3	0.2	3.5	-0.1	-0.5	0.8	2	13	0.3
CCOC(=O)Nc1ccc(S(=O)(=O)NC2CCCCC2)cc1	-3	-1.8	-2	-4.3	1.1	-0.1	-4.8	-1.9	3	-5	-0.8
C=CCSc1nc(N2CCOCC2)c2c(c1C#N)CC(C)(C)N(C)C2	2	-1.5	0	-0.9	-0.6	1.4	-0.2	0.4	8	-8	0.6
CS(=O)(=O)n1nc(OC(=O)c2cc(Br)ccc2Cl)cc1N	4	-1.2	0	-0.1	2.1	0.6	-1.5	-0.2	3	2	-0.5
Cc1cc(O)cc(=O)n1-c1cc(C(F)(F)F)cc(C(F)(F)F)c1	1	-1.1	0	-0.7	/	-0.9	3.4	/	-5	-3	0.8
CC(NC(=O)c1ccco1)c1nc(-c2ccccc2Cl)no1 (stereo not given)	4	-1.2	-3	-0.7	-0.1	0.1	1.6	0.8	7	6	-0.4
COc1cc(OC)cc(C(=O)Nc2ccc(Cn3ccnc3)cc2)c1	3	-1.6	1	-2.0	3.6	-0.4	-0.7	0.7	1	-14	0.2
O=C(NCCCn1ccnc1)c1sc2cc([N+](=O)[O-])ccc2c1Cl	11	-1.1	2	0.5	1.9	0.1	5.1	0.1	11	0	-1.9
O=C1CC(N2CCN(c3ccccc3F)CC2)C(=O)N1c1ccc2c(c1)OCCO2 (stereo not given)	0	-0.6	-1	-0.4	0.1	0.4	0.7	-1.6	-3	-5	0.3
CCCc1nc2ccccc2c(=O)n1-c1c(C)n(C)n(-c2ccccc2)c1=O	7	-1.4	1	-0.1	-2.0	0.1	-1.2	-2.3	-1	5	-0.4
COc1ccccc1C(CNc1ccc(S(=O)(=O)N2CCCC2)cc1[N+](=O)[O-])N(C)C (stereo not given)	4	-0.3	2	-0.6	-2.6	0.6	-1.6	0.2	1	-9	-2.1
CCN(CC(=O)Nc1ccc(NC(C)=O)cc1)C(=O)c1cc([N+](=O)[O-])ccc1Sc1ccc(Cl)cc1	0	-0.9	-2	-2.6	-4.9	0.9	-3.6	-0.8	6	-8	-1.3

# New compounds follow
mol	NPR1 activator	ssDAF12 agonist	SMARCA2 activ	hcDAF-12 act	GAA850 FXN act	KLK7 zymogen act	hgDAF12 agonist	DAX1 inh-1	GC-B act	HGIII-sPLA2 inh	DAX1 inh-2
O=C1c2ccccc2C(=O)N1CCSc1nnc(-c2ccco2)n1Cc1ccccc1	1	-1.0	-1	-1.5	1.9	-0.4	3.4	-1.5	3	2	-0.3
Cn1c(=O)n(C)c2cc(/C=N/N=C3/NC(=O)C(CC(=O)O)S3)ccc21 (stereo not given)	1	-1.0	-2	-0.3	1.7	0.0	1.2	2.4	-4	3	0.3
O=C(COc1ccc2ccc(=O)oc2c1)NCC(O)c1ccccc1 (stereo not given)	-8	-1.4	0	-2.2	1.8	0.9	0.8	0.7	1	4	-0.8
CCOC(=O)c1ccc(N/C=C2/CCCC(C)C2=O)cc1 (stereo not given)	2	0.4	6	1.5	3.0	-0.2	7.3	0.8	-1	-30	0.5
